Assay outcomes from PubChem.
Mtb FBA inh: Mtb fructose-bisphosphate aldolase inhibition. inhibition, % at 1 µM. purified M. tuberculosis FBA, fluorescence read-out. 360,000 compounds, 2.3% hits; in the data active means inhibition above about 27%;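 further: 0% = vehicle and 100% = reference inhibitor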
Vc quorum ag: induces V. cholerae light production without autoinducers | V. cholerae BH1578 lux reporter, luminescence, 6 h | activation, % at 18.7 µM | 350,000 compounds, 0.16% hits; in the data active means activation mostly above about 9.7%, no sharp cut-off; further: not every result past the cut was called active; inactives centre near 0; reference of the scale not given here
VHR inh abs: inhibitors of human VHR1 phosphatase (DUSP3); recombinant VHR phosphatase, pNPP absorbance; inhibition, % at 13.3 µM; 290,000 compounds, 0.52% hits; AID 1654; in the data active means inhibition above about 50%; further: some compounds called inactive have numbers as strong as hits
Target sequence (P51452 whole entry, looked up): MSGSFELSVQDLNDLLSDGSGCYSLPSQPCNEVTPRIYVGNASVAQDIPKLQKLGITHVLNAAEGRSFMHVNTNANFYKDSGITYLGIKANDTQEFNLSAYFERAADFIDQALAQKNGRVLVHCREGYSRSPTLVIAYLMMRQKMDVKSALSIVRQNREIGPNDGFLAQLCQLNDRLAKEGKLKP
Mtb UGM inh: inhibitors of M. tuberculosis UDP-galactopyranose mutase; purified UGM, fluorescence polarization probe displacement; inhibition, % at 10 µM; 320,000 compounds, 0.06% hits; in the data active means inhibition above about 10%, passing the limit was not always enough
Target sequence (P9WIQ1 whole entry, looked up): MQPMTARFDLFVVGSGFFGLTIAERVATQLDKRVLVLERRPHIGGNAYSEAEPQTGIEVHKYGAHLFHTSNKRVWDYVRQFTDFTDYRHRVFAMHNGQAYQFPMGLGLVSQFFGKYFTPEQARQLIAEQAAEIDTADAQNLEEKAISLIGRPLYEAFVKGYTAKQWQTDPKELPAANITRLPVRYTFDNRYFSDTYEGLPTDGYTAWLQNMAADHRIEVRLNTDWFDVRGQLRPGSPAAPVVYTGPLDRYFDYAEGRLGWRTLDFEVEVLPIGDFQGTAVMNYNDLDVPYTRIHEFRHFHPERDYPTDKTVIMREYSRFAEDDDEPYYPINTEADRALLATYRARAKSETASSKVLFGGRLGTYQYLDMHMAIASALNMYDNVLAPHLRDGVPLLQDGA
MazF activator: MazEF (E. coli) toxin RNase activation | 350,000 compounds, 0.32% hits | FAM/BHQ RNA-DNA oligo cleavage fluorescence, 5 h | activation, % at 20 µM; in the data active means activation above about 50%
GDH-TPI counter: inhibits GDH-TPI coupling enzymes, artifact for Mtb FBA screen; GDH-TPI coupled enzyme counterscreen, NADH absorbance; inhibition, % at 4.8 µM; 360,000 compounds, 1.2% hits; AID 588335; in the data active means inhibition above about 30%;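 further: 0% = DMSO wells and 100% = wells lacking the enzyme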
BioA inh: BioA (M. tuberculosis) enzyme inhibition. 360,000 compounds, 0.096% hits. inhibition, % at 9.99 µM. AID 602481. purified M. tuberculosis BioA enzyme, plate reader; in the data active means inhibition above about 40%
3CLpro inhibitor: SARS-CoV 3CLpro protease inhibition. P0C6X7. recombinant SARS-CoV 3CLpro, quenched FRET peptide cleavage. inhibition, % at 6 µM. 290,000 compounds, 0.14% hits. AID 1706; in the data active means inhibition above about 12%
SSB-PriA inh: blocks PriA binding to SSB C-terminal tail; 430,000 compounds, 0.6% hits; AlphaScreen SSBct-PriA binding, biotinylated peptide; inhibition, % at 33 µM; AID 1272365; in the data active means inhibition mostly above about 37%, no sharp cut-off; inactive means mostly below about 20%;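 further: plate controls were negative control peptide for no effect and reference peptide for full effect; strong numbers were not always called active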
Rv3671c inh: inhibitors of M. tuberculosis serine protease Rv3671c; P9WHR9; inhibition, % at 5.96 µM; 320,000 compounds, 0.048% hits; AID 2606; in the data active means inhibition above about 38%;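 further: extracellular domain of Rv3671c used as enzyme; 0% = enzyme with DMSO and 100% = no enzyme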
Target sequence (P9WHR9 whole entry, looked up, the tested form may be a part): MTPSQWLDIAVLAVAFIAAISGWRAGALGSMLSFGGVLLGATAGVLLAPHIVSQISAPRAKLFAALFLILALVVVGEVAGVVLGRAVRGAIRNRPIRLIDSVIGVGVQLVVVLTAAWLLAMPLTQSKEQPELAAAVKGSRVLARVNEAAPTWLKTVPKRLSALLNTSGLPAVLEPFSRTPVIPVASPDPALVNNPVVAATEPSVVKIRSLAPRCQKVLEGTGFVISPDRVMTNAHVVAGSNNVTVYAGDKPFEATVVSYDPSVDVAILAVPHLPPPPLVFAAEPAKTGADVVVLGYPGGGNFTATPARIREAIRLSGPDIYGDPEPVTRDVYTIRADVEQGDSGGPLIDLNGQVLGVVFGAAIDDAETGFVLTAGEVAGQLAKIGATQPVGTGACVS
* hit, by the source's call; i = inactive; . = no result given; + = active, no number; & = joins results of further samples. The list is partial; count on the stated rates, not on these rows.

Each structure is followed by: Mtb FBA inh, Vc quorum ag, VHR inh abs, Mtb UGM inh, MazF activator, GDH-TPI counter, BioA inh, 3CLpro inhibitor, SSB-PriA inh, Rv3671c inh
> CN=C(NC#N)NCCSCc1nc[nH]c1C
    1, 0.6, 9, -0.6, 2, 4, 0.7, -2, -7, 0
> CCOC(=O)c1ccc(NC(=O)Nc2nncs2)cc1
    0, i, ., ., 3, 9, ., ., ., .
> COCCn1c(-c2ccccc2)nc(=S)c2c1CC(C)(C)OC2
    -3, -0.4, -13, 0.2, 2, 37*, -0.1, -8, -10, -6
> CCCC(=O)Nc1cc(Cl)ccc1N1CCN(C(=O)CC)CC1
    1, 4.8, 5, -1.2, 6, 7, 27, -6, -5, 4
> CC(C)(C)OC(=O)NCCCCCNC(=O)c1nc[nH]c1C(=O)N1CCN(c2ccccc2)CC1
    -2, i, ., -1.0, 4, 3, 0.5, ., 5, 9
> C[n+]1cc(-c2ccccc2)n2c1CCCCC2
    -2, i, 31, -2.8, -2, -5, ., 4, -13, 6
> CC(Oc1ccc2oc(-c3ccccc3)c(C(=O)O)c2c1)C(=O)O (configuration not stated)
    +, i, 13, 8.7, -1, 6, 2.0, 0, -3, -4
> O=C(Nc1nnc(COc2ccc(Cl)cc2)s1)c1ccco1
    -1, -1.0, 15, 0.6, -3, 6, ., 0, 6, 1
> CSc1ccccc1OCc1cc(C(=O)N2CCN(Cc3nccn3C)CC2)no1
    0, i, -3, 1.5, 4, -2, 1.6, 7, 10, 16
> Cc1cccn2cc(CNC(=O)C3CCCCC3)nc12
    6, i, 0, -0.6, 3, 3, 0.9, 4, -17, -17
> COC(=O)c1sccc1NC(=O)c1ccccc1Br
    0, -0.4, ., -3.3, 3, 3, ., ., -2, 3
> COC(=O)c1c(C)[nH]c(C(=O)OCC(=O)c2c(N)n(CC(C)C)c(=O)n(C)c2=O)c1C
    -1, 3.3, ., -2.4, -7, 6, 3.6, ., 4, -4
> COc1ccc(-c2noc(-c3cc(C)cc(C)c3)n2)cc1OC
    -1, -0.3, 44, -1.6, -6, 9, -0.9, -1, -22, 2
> COc1ccc(N=C2SC(C(=O)Nc3ccc4c(c3)OCO4)CC(=O)N2C)cc1 (configuration not stated)
    -1&2, 0.7, 29, 2.0, 0&14, 4&-2, 1.1&-0.5, -4, 7&1, -6
> Cc1ccc(C)c(NS(=O)(=O)c2ccc(NC(=O)CSc3ccc(Cl)cc3)cc2)c1
    -3, -0.1, -2, -2.1, 4, -8, ., 0, 2, -8
> O=C(CCN1C(=O)C2C3CCC(C3)C2C1=O)OCC(=O)c1cccc([N+](=O)[O-])c1 (configuration not stated)
    0, i, 11, ., 1, 3, -0.4, 0, -9, -8
> O=C(CNCc1ccccc1Cl)Nc1ccc2c(c1)OCCO2
    2, i, -1, 3.2, -8, 4, 19, 4, 1, 7
> CC(=O)Nc1ccc(SC[C@H](Cc2ccccc2)N2CCN(CC(C)C)CCC2=O)cc1
    4, -0.4, 7, 0.1, -1, 9, 1.6, ., 6, 7
> COc1ccc(CC(=O)NNC(=O)c2ccco2)cc1
    -4, -0.7, -19, -1.4, 6, -9, 0.0, 4, -15, 5
> O=C(COC(=O)c1ccccn1)c1ccc(Br)cc1
    0, -0.2, 7, 3.1, 0, 1, -1.3, -2, 12, -5
> O=C(Nc1ccc(F)cc1)C(c1ccccc1)N1CCN(S(=O)(=O)c2ccc3ccccc3c2)CC1 (configuration not stated)
    30*, i, -3, 0.1, -3, 12, -1.2, 4, -11, -49
> CCOc1ccc(NC(=O)CSc2nc3ccccc3nc2N2CCCC2)cc1
    0, -0.2, 17, -0.7, -11, 0, -2.0, -3, -10, -3
> CCc1ccccc1OCC(=O)Nc1ccc(N2CCCC2)cc1C
    3, -2.1, ., ., -17, 5, -4.9, ., 12, .
> COc1ccc(CN(C)C(=S)Nc2ccc(Cl)cc2Cl)cc1
    2, -0.1, 0, -0.6, 7, -2, ., 2, -40, -5
> O=C(CCN1CCN(c2ccccc2)CC1)Nc1ccccc1F
    5, -0.3, 14, -2.1, 4, -3, ., -3, -6, 1
> Cc1ccc(NC(=O)C2C3CCCC2C3c2ccccc2)cc1C (configuration not stated)
    5, i, 24, 0.2, -1, 9, ., -5, -6, 2
> O=[N+]([O-])c1cccc(-c2ccc(C(=S)N3CCN(c4ccccc4)CC3)o2)c1
    3, -0.1, 21, -1.4, 5, 3, -0.3, -2, 17&16, -2
> CCOC(=O)N1CCC(N2CCN(Cc3ccccc3)C(CCO)C2)CC1 (configuration not stated)
    1, -0.4, -7, -1.7, 2, -2, -0.2, 0, -3, 1
> O=C(N1CCN(Cc2ccc3c(c2)OCO3)CC1)C12CC3CC(CC(C3)C1)C2
    ., ., 30, 1.6, -3, ., ., ., -3&-2, -6
> CC1C(=O)N(Cc2ccccc2F)c2ccccc2N1C(=O)c1c(F)cccc1F (configuration not stated)
    0, -1.6, 2, 3.6, -2, 9, 1.0, 3, -9, -6
> Brc1ccc(C2=Nn3c(nnc3-c3n[nH]c4c3CCC4)SC2)cc1
    -7, 25*, -1, 3.0, 3, -4, -1.9, 1, -8, -9
> O=C(O)c1ccccc1N/N=C/C1=C(N2CCOCC2)C(=C\c2ccccc2)/CC1
    7, -0.6, -14, 0.9, -32, 11, 1.5, 2, i, 2
> C=CCOc1ccc(/C=C/C(=O)OCC(=O)NCc2cccc(OC)c2)cc1
    3, i, ., ., -13, 21, -3.3, ., -3, 4
> CCCn1c(SCc2nc3sc(C)c(C)c3c(=O)[nH]2)nc2ccccc2c1=O
    -1, -0.3, 23, -3.0, -26, 2, -1.7, -4, -14, -5
> O=C(NCCN1CCN(c2cccc(Cl)c2)CC1)C1CCCN(S(=O)(=O)c2cnc[nH]2)C1 (configuration not stated)
    0, 0.1, 21, -0.4, 10, -2, 2.2, 4, -10, 12
> CC(=O)c1cccc(NC(=O)c2ccc(S(=O)(=O)N3CCCCC3)cc2)c1
    8, i, -4, 0.6, -4, -9, 2.0, 0, 1, -3
> Cc1ccc(CNC(=O)c2ccc3c(=O)n4c(-c5ccc(C)cc5)csc4nc3c2)cc1
    5, 0.0, 11, 1.3, -32, 8, -1.4, ., 4, -8
> COc1ccc(-n2c(Cc3cccc([N+](=O)[O-])c3)nc3ccccc3c2=O)cc1
    4, -0.2, 6, 3.6, -5, 5, ., 2, -8, 0
> CC(C)(C)c1cn(-c2ccccc2)c(=S)[nH]1
    2, 27, 21, 0.9, -1, -4, -0.3, 2, 8, -3
> Cc1ccc(C)c(C(O)c2ncc(-c3ccccc3Cl)[nH]2)c1 (configuration not stated)
    -2, i, ., ., ., 8, 0.0, ., ., .
> CC(C)c1nc(C(N)=O)c2[nH]c(=O)n(-c3ccc(F)cc3)c2n1
    32*, -0.2, 13, 0.2, 4, 19, -0.9, -2, -3, -3
> COc1ccccc1N1CCN(C(=O)C(=O)c2cn(CC(=O)N3CCCCCC3)c3ccccc23)CC1
    -5, -0.1, 6, -2.1, -7, -9, 0.8, 6, 13, -4
> Cc1cc(NC(=O)C23CCC(C)(C(=O)O2)C3(C)C)no1 (configuration not stated)
    2, -0.3, -2, 0.5, -7, -2, -1.1, 1, 15, -5
> CN1CCN(NC(=O)Nc2ccc(F)cc2)CC1
    -2, -0.4, 32, -1.7, 5, 0, -1.3, -2, -3, .
> COc1ccc2c(c1OC)C(=O)N1C2SC(C)(C)[C@H]1C(=O)NC1CCCC1 (some centres not stated)
    2, -0.7, 4, 1.5, 13, 3, -0.8, 2, -10, -3
> Cc1cc([N+](=O)[O-])ccc1-c1ccc(/C=N/NC(=O)Cc2ccccc2)o1
    -1, -0.4, 9, 0.3, 14, 17, ., 4, ., -2
> N/C(=N\N=Cc1ccc2c(c1)OCO2)NN=Cc1ccc2c(c1)OCO2
    -1, i, ., ., -29, 16, -0.2, ., ., .
> COc1ccc(/C(O)=C2/C(=O)C(=O)N(Cc3cccnc3)C2c2ccccn2)cc1 (configuration not stated)
    -1, i, 9, 1.1, -9, 24, -0.7, -5, ., 0
> Cc1ccc(C(=O)OCC(=O)c2ccc(S(=O)(=O)N3CCCCC3)cc2)o1
    1, -0.7, ., -0.5, -4, 5, -0.3, ., -5, -10
> S=C(Nc1ccccc1Cl)N(Cc1cccnc1)Cc1ccco1
    -6, i, -14, 3.0, -3, -1, ., -2, 10, -2
> CCCS(=O)(=O)N1CCCC(C(=O)NCCCN(CC)c2cccc(C)c2)C1 (configuration not stated)
    7, +, 24, 1.3, 2, -2, 0.3, 1, 5, -11
> CCN1CC(CN(C)Cc2nc(-c3ccc(OC)c4ccccc34)oc2C)CC1=O (configuration not stated)
    24, i, 10, 2.3, 2, 2, 1.6, 1, -7, 0
> C=CCn1c(-c2ccccc2)n[nH]c1=S
    12, i, -1, 2.3, 2, -6, -2.6, -4, -12, 3
> CCn1c(C)nnc1SCC(=O)Nc1cccc(C(F)(F)F)c1
    1, -0.6, 18, 1.3, 2, -1, -0.8, 4, -4, 2
> O=Cc1cn(CCC(=O)O)nc1-c1cccc(Cl)c1
    1, -0.3, 28, 1.9, 8, -8, ., 0, 5, -2
> NC(=O)C1CCN(C(=O)c2cc(S(=O)(=O)N3CCN(c4ccccc4)CC3)ccc2Cl)CC1
    -2, 4.5, ., ., 8, 0, 7.0, ., 9, .
> O=C1c2ccc3c4c(ccc(c24)C(=O)N1CCCCO)C(=O)N(CCCCO)C3=O
    1, 0.2, 16, ., 14, 10, ., 1, 7, .
> O=C(COC(=O)c1c2c(nc3ccccc13)CCCC2)c1cccs1
    0, -3.6, 25, -3.7, 3, -5, 0.4, 1, -22, -44
> COc1ccc(NC(=O)COC(=O)c2ccc3ccccc3n2)c(OC)c1
    -2, 7.1, ., 1.2, 5, 3, -0.7, ., -15, 2

Rewritten in markdown: 9 of the compounds above.
| SMILES | Mtb FBA inh | Vc quorum ag | VHR inh abs | Mtb UGM inh | MazF activator | GDH-TPI counter | BioA inh | 3CLpro inhibitor | SSB-PriA inh | Rv3671c inh |
| --- | --- | --- | --- | --- | --- | --- | --- | --- | --- | --- |
| CCCS(=O)(=O)N1CCCC(C(=O)NCCCN(CC)c2cccc(C)c2)C1 (configuration not stated) | 7 | + | 24 | 1.3 | 2 | -2 | 0.3 | 1 | 5 | -11 |
| CCN1CC(CN(C)Cc2nc(-c3ccc(OC)c4ccccc34)oc2C)CC1=O (configuration not stated) | 24 | i | 10 | 2.3 | 2 | 2 | 1.6 | 1 | -7 | 0 |
| C=CCn1c(-c2ccccc2)n[nH]c1=S | 12 | i | -1 | 2.3 | 2 | -6 | -2.6 | -4 | -12 | 3 |
| CCn1c(C)nnc1SCC(=O)Nc1cccc(C(F)(F)F)c1 | 1 | -0.6 | 18 | 1.3 | 2 | -1 | -0.8 | 4 | -4 | 2 |
| O=Cc1cn(CCC(=O)O)nc1-c1cccc(Cl)c1 | 1 | -0.3 | 28 | 1.9 | 8 | -8 | . | 0 | 5 | -2 |
| NC(=O)C1CCN(C(=O)c2cc(S(=O)(=O)N3CCN(c4ccccc4)CC3)ccc2Cl)CC1 | -2 | 4.5 | . | . | 8 | 0 | 7.0 | . | 9 | . |
| O=C1c2ccc3c4c(ccc(c24)C(=O)N1CCCCO)C(=O)N(CCCCO)C3=O | 1 | 0.2 | 16 | . | 14 | 10 | . | 1 | 7 | . |
| O=C(COC(=O)c1c2c(nc3ccccc13)CCCC2)c1cccs1 | 0 | -3.6 | 25 | -3.7 | 3 | -5 | 0.4 | 1 | -22 | -44 |
| COc1ccc(NC(=O)COC(=O)c2ccc3ccccc3n2)c(OC)c1 | -2 | 7.1 | . | 1.2 | 5 | 3 | -0.7 | . | -15 | 2 |
